HP1b chromo inh: blocks HP1-beta chromodomain binding to methylated histone tails | actives 0.56% (n = 390,000) | AlphaScreen HP1-beta / biotin-H3K9me3 peptide binding | P83916 | Potency, µM (titrated, usually from 114 µM), inactives show at the highest dose activity change, negative = inhibition, most hits filed as inhibitors | AID 540317; further: potency means the concentration at half of the fitted maximal effect; nearly all actives have a fitted effect of over 70% in size; inactives centre near 23
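AlphaScreen: HP1-beta (50 nM) preformed 30 min with biotin-H3(1-18)K9me3 peptide (50 nM) in PBS pH 7.4, 0.01% Tween-20. Compound added for 30 min at RT, then streptavidin donor/nickel chelate acceptor beads (10 ug/mL) for 30 min.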
POLH inh: inhibitors of human DNA polymerase eta; Potency, µM (series often up to 114 µM), for inactives: top-dose activity change, negative = inhibition, most hits filed as inhibitors; actives 1.2% (n = 390,000); Q9Y253; recombinant Pol eta, fluorescent DNA replication assay; further: potency means the concentration at half of the fitted maximal effect; on the % scale 0 is the no-effect control and ±100 the full control effect
Target sequence (Q9Y253 whole entry, looked up): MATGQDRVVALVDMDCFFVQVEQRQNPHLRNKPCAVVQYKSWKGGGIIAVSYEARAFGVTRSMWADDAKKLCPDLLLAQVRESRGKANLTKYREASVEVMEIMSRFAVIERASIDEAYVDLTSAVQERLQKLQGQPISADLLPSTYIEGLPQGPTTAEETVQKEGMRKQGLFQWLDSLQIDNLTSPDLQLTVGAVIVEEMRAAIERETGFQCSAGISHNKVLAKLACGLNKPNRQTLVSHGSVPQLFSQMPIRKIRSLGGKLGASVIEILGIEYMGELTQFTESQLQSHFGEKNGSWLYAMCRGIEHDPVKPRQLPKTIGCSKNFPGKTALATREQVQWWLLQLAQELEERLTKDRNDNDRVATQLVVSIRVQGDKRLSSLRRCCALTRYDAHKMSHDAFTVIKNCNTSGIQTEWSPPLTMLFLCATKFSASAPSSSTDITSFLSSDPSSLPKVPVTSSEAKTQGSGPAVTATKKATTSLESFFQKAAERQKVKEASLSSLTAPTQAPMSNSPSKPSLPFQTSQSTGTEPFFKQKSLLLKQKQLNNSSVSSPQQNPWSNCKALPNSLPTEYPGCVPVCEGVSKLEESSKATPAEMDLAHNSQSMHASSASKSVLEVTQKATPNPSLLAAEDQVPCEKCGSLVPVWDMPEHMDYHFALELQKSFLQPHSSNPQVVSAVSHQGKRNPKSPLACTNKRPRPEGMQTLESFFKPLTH
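Fluorescent replication assay: 50 nM final substrate added after a 15 min room-temperature compound preincubation with 10 nM enzyme. Signal taken at 0 min and again at 10 min.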
PGK inhibitor: T. brucei PGK inhibition. actives 0.043% (n = 380,000). PGK/GAPDH coupled, Kinase-Glo luminescence, 60 min. Potency, µM (doses to about 57.5 µM), inactives show top-dose activity change, negative = inhibition, hits mostly inhibitors; further: potency means the concentration at half of the fitted maximal effect; on the % scale 0 is the no-effect control and ±100 the full control effect; nearly all actives have a fitted effect of over 60% in size
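Recombinant glycosomal PGK reaction used 1,3-bisphosphoglycerate generated in-well by GAPDH (100nM final) in 100mM TEA pH 7.6, 5mM MgCl2, 0.01% Tween-20. After 60 minutes at room temperature, ATP was read by Kinase-Glo Plus luminescence end-point.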
BAZ2B block: inhibitors of human BAZ2B bromodomain; AlphaScreen BAZ2B-H3K14Ac peptide displacement; actives 4.4% (n = 360,000); Q9UIF8; AID 504333; Potency, µM (series often up to 114 µM), inactives show at the top dose activity change, negative = inhibition, most hits filed as inhibitors; further: potency means the concentration at half of the fitted maximal effect; on the % scale 0 is the no-effect control and ±100 the full control effect; nearly all actives have a fitted effect of over 60% in size
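Multi-concentration screen (max 110 uM) measuring displacement of acetylated histone H3 peptide from BAZ2B by AlphaScreen, using 50 nM protein, 50 nM peptide and 10 ug/mL streptavidin donor plus Ni-chelate acceptor beads.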
GLS inh: blocks human kidney-isoform glutaminase activity | GLS enzymatic activity, qHTS titration | actives 0.21% (n = 410,000) | Potency, µM (top dose mostly 45.5 µM), for the others: at the highest dose activity change, negative = inhibition, actives largely listed as inhibitors; further: potency means the concentration at half of the fitted maximal effect; on the % scale 0 is the no-effect control and ±100 the full control effect
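hKGA in 45 mM KH2PO4 pH 8.2, 0.02% Tween-20 with pin-transferred compounds; 1 mM L-glutamine (stock) plus glutamate oxidase/HRP/Amplex Red coupling added. Fluorescence read initially and after 30 min at RT.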
PI4K2A block: inhibitors of human PI4K2A; Q9BTU6; purified PI4K2A, ADP-Glo luminescence, 1 h; hits give low values; activity change, negative = inhibition, % at 76.9 µM; actives 0.13% (n = 420,000); AID 1346378; in the data active means activity change below about -50%; inconclusive means mostly about -30% to -49%;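 further: -100% = wells without enzyme as full effect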
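Compounds are screened against recombinant PI4K2A using PI as substrate and ATP, the latter dispensed at 300 microM. Reactions run one hour at ambient temperature before ADP-Glo detection; full inhibition defined by wells lacking enzyme.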
JMJD2A Tudor inh: blocks the human JMJD2A Tudor domain. actives 4.4% (n = 390,000). Potency, µM (top dose mostly 114 µM), without a hit: top-dose activity change, negative = inhibition, actives largely listed as inhibitors. AlphaScreen JMJD2A-Tudor / H3K4me3 peptide binding; further: potency means the concentration at half of the fitted maximal effect; on the % scale 0 is the no-effect control and ±100 the full control effect; nearly all actives have a fitted effect of over 50% in size
G9a inh: inhibitors of human histone lysine methyltransferase G9a | actives 8.8% (n = 350,000) | AID 504332 | G9a H3K9 monomethylation, AlphaScreen, 2 h | Q96KQ7 | Potency, µM (highest dose often 102 µM), for inactives: top-dose activity, negative = inhibition, hits mostly inhibitors; further: potency means the concentration at half of the fitted maximal effect; on the % scale 0 is the no-effect control and ±100 the full control effect; nearly all actives have a fitted effect of over 75% in size
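Chemiluminescent proximity detection of H3K9 monomethylation, read after 10 min bead incubation in the dark. Reaction: 20 nM G9a, 500 nM biotin-H3K9 peptide, 20 uM SAM cofactor, 2 h, room temperature, following 15 min enzyme-compound preincubation.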
Pin1 inh: human Pin1 inhibition; Q13526; Pin1 FP peptide displacement, HiFluor488, 10 min; Potency, µM (titrated, usually from 115 µM), inactives show top-dose activity, negative = inhibition, hits mostly inhibitors; actives 0.009% (n = 390,000); active means well fitted inhibition curve with a large enough effect in the polarisation, with a control signal flat, not every such curve was filed as active; inconclusive means small, poorly fitted or top-dose-only effect, or effect the other way, or a change in a side signal; inactive means no such curve, though single readings can be large or run the other way; the % refers to the polarisation; further: potency means the concentration at half of the fitted maximal effect; on the % scale 0 is the no-effect control and ±100 the full control effect
Target sequence (Q13526 whole entry, looked up): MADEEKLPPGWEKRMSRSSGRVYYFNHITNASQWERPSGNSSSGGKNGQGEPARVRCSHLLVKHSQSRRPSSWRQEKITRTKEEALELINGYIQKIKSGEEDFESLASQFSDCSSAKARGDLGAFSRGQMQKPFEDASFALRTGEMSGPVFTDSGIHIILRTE
* = called active by the depositor; i = inactive; ? = inconclusive; · = not tested or not shown; & = joins results of further samples; [ ] = another dose, or the depositor's remark. Unless noted, the call rests on the fitted dose curve; in most records, active means well fitted curve in the direction sought with a large enough effect; inconclusive means small, poorly fitted or top-dose-only effect, or another doubt; inactive means no such curve, though single readings can be large; an effect the other way counts as inactive or inconclusive. This is a subset, so the mix of outcomes need not match the whole.

SMILES	HP1b chromo inh	POLH inh	PGK inhibitor	BAZ2B block	GLS inh	PI4K2A block	JMJD2A Tudor inh	G9a inh	Pin1 inh
O=C(C1CCCCN1S(=O)(=O)c1ccc(F)cc1)N1CCN(c2ccccc2F)CC1 (centres undefined)	19.8%	-10.1%	-6.2%	7.4%	2.1%	3.3	-22.2%	?	-1.6%
O=C(NCc1ccc(F)cc1)C1CCN(C(=O)c2ccc(-n3ccc4ccccc43)s2)CC1	39.6%[activator]	-21.6%	-3.8%	2.4%	-9.1%	-1.0	5.2%	-1.8%[59 µM]	33.7%[activator]
C[C@H](CO)N1C[C@H](C)[C@@H](CN(C)S(=O)(=O)c2cccs2)Oc2ccc(NC(=O)Nc3ccccc3)cc2C1=O	16.2%	-8.0%	-0.6%	·	-1.5%	-1.7	-15.1%	·	8.5%
Cc1ccc(NC(=O)c2cncc(Br)c2)c([N+](=O)[O-])c1	2.8%	-9.6%	-0.2%	-4.0%	7.1%	-0.4	-4.9%	5.1%[59 µM]	-2.6%
O=C(Cn1nnc2ccccc21)N/N=C/c1ccco1	38.3%	-16.6%	-7.7%	-6.9%	-1.0%	1.7	-11.8%	0.5%[59 µM]	-7.5%
c1ccc(N2CCN(Cc3cnc(N4CCOCC4)s3)CC2)cc1	10.2%	-17.1%	-1.7%	-22.2%	-1.2%	-3.8	-19.2%	0.0%	10.2%
COc1ccc(CNC(=O)C2CCC(CNS(=O)(=O)c3ccc(C)cc3)CC2)cc1 (centres undefined)	65.0%[activator]	-7.1%	i	-1.0%	1.5%	-3.2	-10.0%	9.6%	6.9%
COc1ccc(-c2cc(C(F)(F)F)c(C#N)c(=O)[nH]2)cc1	-11.1%	-16.2%	-2.2%	5.3%	8.5%	-5.4	21.8%	23.5%	-3.8%
C/C(=N/NC(=O)c1ccccn1)c1c[nH]c2ccccc12	39.0%	-10.6%	-10.3%	50.1µM*	14.1%	-17.2	-25.2%	?	-3.7%
CCOc1ccc(CNC(=S)N/N=C\c2ccc([N+](=O)[O-])cc2)cc1	32.2%	-6.9%	5.7%	-2.3%	12.9%	6.4	-13.5%	?	5.4%
COc1ccc(S(=O)(=O)NCCc2nnc3ccc(SCC(=O)Nc4cc(C)on4)nn23)cc1	29.0%	-16.9%	-5.4%	-5.6%	10.9%	-4.4	-5.8%	21.1%[12.7 µM]	0.3%
COc1cccc(C2CC(c3cccs3)=NN2C(=O)CCC(=O)O)c1OC (centres undefined)	34.9%	-19.0%	-9.0%	-20.7%	-2.8%	-8.9	-1.4%	-11.0%	18.6%
O=C(COc1cc(F)ccc1[N+](=O)[O-])NCCN1C(=O)CSC1=O	14.9%	-8.7%	6.7%	·	5.9%	3.0	-5.6%	·	-8.8%
O=C(Nc1ccc(C(=O)N2CCCC2)cc1)C1CCCC1	13.3%	4.7%	-8.7%	·	-0.1%	-9.9	-16.4%	·	-7.1%
C/C(CC(=O)Nc1cccc(F)c1)=N\NC(=O)C(=O)NC1CCCCC1	40.8%[activator]	-17.3%	-10.2%	-4.7%	-3.4%	1.4	-2.1%	-10.0%[59 µM]	7.2%
COc1cnn(C(C)(C)C)c(=O)c1Cl	30.2%	-9.2%	-9.4%	-4.0%	-2.9%	2.5	-10.9%	-27.8%[59 µM]	-5.5%
CCOCCCN(Cc1ccco1)C(=O)c1cc2c(=O)[nH]c3ccc(C)cc3c2s1	13.7%&29.7%	-6.7%&-15.9%	2.7%&1.6%	-4.1%&2.1%	-5.4%&-3.8%	-1.9&3.7	-12.0%&-15.0%	-32.3%[59 µM]	37.6%&18.8%[activator]
COc1ccccc1NC(=O)c1ccc(N)cc1	30.7%	-4.1%	0.8%[11.5 µM]	-30.3%	-6.5%	-2.1	-16.7%	?	-8.7%
COc1ccccc1[C@H]1C(c2ccc(F)cc2)=NN(c2ccccc2)[C@@H]1CO	206.5%[activator]	-18.8%	-9.0%	·	-1.6%	1.9	115.8%[activator]	102.0%[activator]	34.2%[activator]
O=C(O)C1CC=CCC1C(=O)Nc1ccc(S(=O)(=O)N2CCCc3ccccc32)cc1 (centres undefined)	4.1%	0.0%	-5.4%	-12.5%	6.8%	-7.3	-21.2%	?	-5.1%
O=S1(=O)CC/C(=N\O)c2ccccc21	24.6%	-4.8%	-3.2%	-2.8%	24.0%	-5.2	2.2%	13.0%[59 µM]	-7.4%
Fc1ccc(Nc2nc(N/N=C/c3ccco3)nc(N3CCCCC3)n2)cc1	-8.5%	-19.7%	-3.0%	?	6.9%	-5.4	?	39.8µM*	2.0%
CCc1ccc(C(=O)Nn2c(C)nc3ccccc3c2=O)cc1	42.6%[activator]	1.4%	·	2.1%	-2.0%	-2.3	-4.4%	-2.6%	0.0%
CCOC(=O)c1cc2sccc2n1CC(=O)Nc1ccc(OC)cc1	30.8%	-8.5%	i	5.2%	-24.9%	2.0	6.8%	?	10.9%
COc1cc(OC)c(C2NC(=O)CCC2[N+](=O)[O-])cc1OC (centres undefined)	38.6%	-22.3%	-12.0%	-6.7%	-3.2%	-0.1	-1.0%	2.9%	2.3%
(listing goes on)
SMILES	HP1b chromo inh	POLH inh	PGK inhibitor	BAZ2B block	GLS inh	PI4K2A block	JMJD2A Tudor inh	G9a inh	Pin1 inh
CCOC(=O)Cn1cnc2c(cnn2-c2ccc(OC)cc2)c1=O	18.9%	-18.6%	-5.8%	-4.4%	-6.2%	-4.0	-4.9%	-9.6%	-3.1%
CCCCCCOc1ccc(N2C(=O)CC(N(CCc3ccc(S(N)(=O)=O)cc3)C(C)=O)C2=O)cc1 (centres undefined)	34.7%[activator]	-27.7%	-1.5%	-36.7%	3.6%	-3.0	-6.2%	?	-5.5%
Cc1ccccc1NC(=O)COc1ccc2oc3c(c2c1)CCCC3	36.9%	-1.1%	i	-0.9%	-10.1%	-4.7	-11.1%	-45.8%[59 µM]	4.8%
O=c1c2ccccc2c(-c2ccccc2)nn1-c1cc(Cl)cc(Cl)c1	32.1%	-1.2%	-3.3%	-2.6%	9.3%	-2.9	-4.4%	44.3%[activator][59 µM]	-2.8%
COc1cc(NC(C)CCCNC(C)C)c2ncccc2c1OC (centres undefined)	?	-14.0%	-0.3%	·	?	-16.4	0.891µM*	·	?
CC1CCc2[nH]c3ccc(C(=O)O)cc3c2C1 (centres undefined)	36.8%	-9.9%	-3.2%	19.3%	7.0%	-5.3	-4.3%	·	-13.3%
CCC(=O)Nc1ccc(C(=O)NNC(=O)c2ccccc2)cc1	20.5%	-0.7%	2.9%	6.0%	10.0%	-2.3	-5.2%	·	3.5%
O=C(CC1NCCNC1=O)NC1Cc2ccccc2C1 (centres undefined)	44.5%[activator]	-15.1%	-1.5%	-16.5%	-2.2%	-0.7	-10.3%	26.4%	-4.1%
COc1ccc(-c2cccc(NS(=O)(=O)c3ccc(C)s3)c2)nn1	28.4%[57 µM]	-19.1%	-1.6%	-0.5%	-10.2%	0.0	-4.5%	4.7%[59 µM]	-0.5%
Cc1c2cnn(CC(=O)NC(C)C)c(=O)c2c(C)n1Cc1cccc(Cl)c1	1.2%	-17.0%	-3.3%	-15.4%	-2.5%	0.2	-23.5%	0.7%[59 µM]	0.2%
S=C(Nc1cccc(Cl)c1)Nc1ccccc1Oc1ccccc1	26.2%	-13.6%	-3.8%	-30.6%	6.3%	-0.6	0.0%	102.2%[activator][59 µM]	4.6%
CCOC(=O)/C(C#N)=C\c1ccc(N2CCN(C/C=C/c3ccccc3)CC2)cc1	75.3%[activator]	-28.9%	i	6.4%	-6.9%	-3.0	13.7%	81.3%[activator][59 µM]	?
COC(=O)C(C)Sc1nc2c(c(=O)n(C)c(=O)n2C)n1CCC(C)C (centres undefined)	20.0%	-17.1%	3.8%	-2.1%	-0.6%	-4.3	12.2%	79.4µM*	5.6%
CCOc1ccccc1/C=N/NC(=O)Cc1csc(Nc2cccc(C(F)(F)F)c2)n1	2.5%	-21.7%	-1.8%	-12.4%	1.7%	4.3	?	40.4%[12.7 µM]	13.2%
CS(=O)(=O)N(CC(=O)NCc1ccco1)c1ccc(Cl)c(C(F)(F)F)c1	-1.6%	-5.5%	-3.3%	-36.5%	2.3%	-3.2	-19.6%	?	-4.3%
Cc1ccc(NC(=O)Cn2c(=O)oc3ccccc32)c(C)c1	6.1%	-17.8%	-4.9%	1.2%	2.6%	2.3	-6.1%	·	-0.7%
Cc1ccc(C)c(N2CCN(Cc3csc(C)c3C)CC2)c1	69.7%[activator]	-10.4%	0.7%	-0.9%	7.6%	-0.9	3.3%	8.4%[59 µM]	?
N#CCOc1ccc(C2=NO[C@@H]3[C@@H]4C[C@@H]([C@H]5C(=O)N(c6ccc7c(c6)OCO7)C(=O)[C@@H]45)[C@H]23)cc1	18.9%	-17.9%	-11.4%	-6.2%	1.5%	-3.7	0.3%	6.8%[59 µM]	31.1%[activator]
O=C(CSc1ncc(C(F)(F)F)cc1Cl)N1CCNC1=O	47.1%[activator]	-12.0%	-7.6%	·	-19.1%	3.5	-2.3%	·	0.4%

Screens: PubChem, National Center for Advancing Translational Sciences (NCATS)
